PPC-1+TRAIL kill: compounds killing PPC-1 cancer cells with TRAIL present (potentiator screen, no TRAIL-free arm); hit rate 0.41% among 220,000; cell killing (% activity), % at 4 µM; PPC-1 cells + TRAIL, ATPLite viability luminescence; AID 1443;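 active = cell killing above 50% in the first pass at 4 µM, then a duplicate retest at 5 µM averaging 50% or more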;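 also: plate controls were cells with TRAIL plus DMSO for no effect and medium-only wells lacking cells for full effect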
Runt-SMMHC FRET: Runt domain-CBFb-SMMHC interaction inhibition; Cerulean-Runt/Venus-CBFb-SMMHC FRET ratio 530/480, 1 h; inhibition, % at 20 µM; hit rate 0.74% among 220,000; AID 1434;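 active = mean inhibition across duplicate retests at 20 µM reaching about 50%, limit read from the data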;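 also: 0% = DMSO wells and 100% = wells with excess untagged CBFb-SMMHC; inhibitors lower the FRET ratio by blocking Runt binding to CBFb-SMMHC; some results filed as inactive read as strong as hits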
MDM2 E3 inh: Mdm2 E3 ligase (human) inhibition; Q00987; signal enhancement, % at 5 µM; hit rate 0.11% among 210,000; cell-based MDM2 ubiquitination luciferase reporter, 2 h; 0 = plate control, 100 = twice control, blank-subtracted;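 active = signal enhancement of 30% or more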;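 also: luminescence tracks abundance of the self-degrading MDM2-luciferase fusion protein; higher signal means inhibition of MDM2 E3 ligase activity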
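Test system: stable mammalian line carrying autodegrading MDM2–luciferase fusion reporter; quantity: 2000 cells in each well; times: 4 h cell settling then 2 h compound exposure, 37 °C; detection: luminescence with SteadyLite reagent, 15 min at room temperature; evaluation: percent signal gain over controls, blank-subtracted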
TNF death inh: TNF-alpha cell death inhibition in Jurkat FADD-/- cells. Jurkat FADD-/- TNF necroptosis rescue, ATP luminescence, 24 h; 0 = TNF only, 100 = no-TNF cells. activation (protection from cell death), % at 10 µM. hit rate 0.068% among 220,000;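 active = activation, meaning protection from cell death, of at least 50% relative to plate controls; inactive = activation below 50%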;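 also: necroptosis triggered by 40 ng/mL TNF-alpha added together with compound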
EBV gp42 block: inhibitors of Epstein-Barr virus glycoprotein 42 | Q1HVG2 | Fluorescence polarization binding assay, mP read-out | inhibition, % (tested at 21.74 µM) | hit rate 0.42% among 220,000; in the data active = inhibition above about 50%
NCF1 inh: blocks human p47phox regulatory protein of NADPH oxidases. hit rate 0.53% among 220,000. AID 1274. P14598. inhibition, % at 24.7 µM. p47phox/p22phox peptide binding, fluorescence polarization, 2 h;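 active = inhibition above about 30%, limit read from the data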;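 also: 0% = p47phox with labelled peptide and 100% = labelled peptide alone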
Target sequence (P14598 whole entry, looked up): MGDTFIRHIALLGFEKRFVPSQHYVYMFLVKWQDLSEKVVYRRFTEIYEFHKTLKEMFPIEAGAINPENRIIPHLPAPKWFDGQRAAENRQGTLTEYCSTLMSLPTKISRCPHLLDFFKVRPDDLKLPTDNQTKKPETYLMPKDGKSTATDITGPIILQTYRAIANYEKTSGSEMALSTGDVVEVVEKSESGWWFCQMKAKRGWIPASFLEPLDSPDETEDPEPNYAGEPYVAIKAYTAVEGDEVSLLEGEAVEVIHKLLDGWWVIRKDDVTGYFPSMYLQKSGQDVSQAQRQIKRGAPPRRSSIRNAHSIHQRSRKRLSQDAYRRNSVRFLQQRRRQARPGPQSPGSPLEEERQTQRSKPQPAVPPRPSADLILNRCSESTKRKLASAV
TRPML3 ag: human mucolipin-3 channel agonism; activation, % at 3 µM; HEK293 TRPML3-YFP, Fluo-8 calcium fluorescence; 100% = the carbachol control signal; hit rate 0.29% among 220,000;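 active = activation above its plate's cutoff, the mean activation of the plate's test wells plus 3 SD, cut at about 12% in these data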;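 also: 0% = DMSO only wells and 100% = carbachol wells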
Target sequence (Q8TDD5 whole entry, looked up): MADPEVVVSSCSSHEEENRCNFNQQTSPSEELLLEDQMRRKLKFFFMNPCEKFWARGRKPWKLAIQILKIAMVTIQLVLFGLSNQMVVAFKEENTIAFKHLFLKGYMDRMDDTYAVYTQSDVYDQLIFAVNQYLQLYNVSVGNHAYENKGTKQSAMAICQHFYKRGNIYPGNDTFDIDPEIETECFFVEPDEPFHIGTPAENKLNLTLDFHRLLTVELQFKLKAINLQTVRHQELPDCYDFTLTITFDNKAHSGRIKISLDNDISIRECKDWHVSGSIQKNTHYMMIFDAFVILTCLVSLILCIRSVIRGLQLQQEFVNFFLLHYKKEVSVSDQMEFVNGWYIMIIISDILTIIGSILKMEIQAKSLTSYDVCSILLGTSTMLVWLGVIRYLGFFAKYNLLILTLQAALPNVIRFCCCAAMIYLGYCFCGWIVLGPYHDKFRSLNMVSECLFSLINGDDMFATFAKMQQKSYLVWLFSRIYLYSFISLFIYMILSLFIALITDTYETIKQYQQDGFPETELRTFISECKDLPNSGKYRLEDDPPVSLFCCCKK
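Test system: TRPML3-YFP stable HEK293 cells. Doses: single point at 3 µM. Incubation: dye loading 1 h 37 °C then 30 min ambient, 125 s read. Signal: Fluo-8 calcium dye fluorescence, ex 470-495, em 515-575 nm. Measure: percent activation from peak-to-basal fluorescence ratio, scaled between DMSO and carbachol.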
TRPN1 ag: zebrafish TRPN1 (NompC) channel agonism. HEK293 zebrafish TRPN1-YFP, Fluo-8 calcium fluorescence; 100% = response to 87 µM carbachol. activation, % at 3 µM. hit rate 0.18% among 220,000;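 active = activation above its plate's cutoff, the mean activation of test wells on that plate plus 3 SD, cut at about 19% in these data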;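 also: 0% = DMSO alone and 100% = 87 µM carbachol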
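Material – zebrafish TRPN1-YFP in HEK293 cells · Doses – 3 µM single point · Schedule – dye 1 h 37 °C plus 30 min RT · Signal – Fluo-8 calcium fluorescence, excitation 470-495 nm, emission 515-575 nm · Read-out – % activation versus carbachol response · Control set – carbachol high, DMSO low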
CHOP inh: blocks CHOP induction under ER stress | CHO-K1 CHOP-promoter luciferase, tunicamycin-induced, 15-18 h | inhibition, % at 10 µM | hit rate 3.8% among 220,000 | AID 2732;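 active = compounds that reduced the stress-induced luciferase reporter signal by more than about 70% of percent inhibition, limit read from the data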;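 also: 0% = tunicamycin plus vehicle and 100% = wells without tunicamycin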
Numbers without * were called inactive; · = not tested or not shown; [ ] = dose if it differs, or a comment.

SMILES	EBV gp42 block	Runt-SMMHC FRET	MDM2 E3 inh	CHOP inh	TNF death inh	TRPML3 ag	TRPN1 ag	PPC-1+TRAIL kill	NCF1 inh
Cn1c(=O)c2c(nc(CN3CCN(c4ccccc4)CC3)n2Cc2ccccc2Cl)n(C)c1=O	-14	-10	5	11	-4.1	-1.5	-0.8	24	2
c1ccc(-n2nnc3c(N4CCOCC4)ncnc32)cc1	-11	-3	·	23	-0.9	1.2	0.8	44[5 µM]	-13
CCC(CO)N=C1CC(C)(C)CC(=O)/C1=C(/O)CCCN1C(=O)c2ccccc2C1=O (centres undefined)	-17	-6	-6	-3	0.3	0.6	-0.6	16	-5
CN1CCN(Cc2c(O)c(Cl)cc3c(-c4ccccc4)cc(=O)oc23)CC1	-23	39	-7	7	-0.9	0.0	1.2	-5	-10
Cc1ccc(NC(=O)c2c(C)nc3sc(C(=O)NC4CCCC4)c(N)c3c2-c2ccco2)c(C)c1	-45	-79	6	38	-4.5	0.1	0.0	-4	0
CCCCN=CC1=C(O)CC(c2ccccc2)CC1=O (centres undefined)	6	1	-7	-5	-2.0	0.8	-0.1	4	1
COc1ccc(N2CCN(C(=O)c3cc4c(s3)-c3ccccc3S(=O)(=O)C4)CC2)cc1	-17	-32	-12	17	-16	1.2	1.5	22	-61
CC(=O)NCCNC(=O)c1ccc(NC2=NC3CS(=O)(=O)CC3S2)cc1 (centres undefined)	-16	-1	4	-2	2.5	0.6	0.9	0	-1
Cc1ccc(SCc2ccc(C(=O)NCc3ccncc3)cc2)cc1	-19	-10	-17	29	-5.1	-0.7	3.0	29	-1
NC(=O)c1sc2nc3c(c(-c4cccs4)c2c1N)CCCC3	6	-15	-39	76*	3.4	-0.4	-1.4	30	-9
CC(=O)NCC(=O)N1CCCC(C(=O)c2ccc(-c3ccccc3)c(F)c2)C1 (centres undefined)	-10	4	2	8	-1.8	1.1	0.8	-5	-2
CC(=O)Nc1ccc2c(c1)C(=O)N(c1ccc(C)cc1)C2=O	6	-5	-5	23	0.9	1.3	0.6	8	-4
CCCOc1ccc(C(=O)NCCC(=O)NCCCC(=O)OCC)cc1	-21	-8	-14	-11	1.7	-0.1	-0.1	12	-18
CCCCN1C(=S)NC[C@@H]1c1ccccc1	-1	-2	·	16	0.8	-1.1	-2.1	10	-4
Cc1cc(C)c2nc(N3CCC(C(=O)N4CCCC4)CC3)sc2c1	-14	-2	-8	8	0.0	0.0	-2.5	9	-3
Cc1ccc(NC(=O)Cc2ccc3c(c2)CCCC3)cc1C	-2	4	-5	72*	-1.6	-0.8	-0.1	0	-3
CC1CC(C)CN(CC(=O)N2CCCc3c2c(=O)oc2ccc(OCc4ccccc4)cc32)C1 (centres undefined)	-2	1	-3	26	-0.1	0.9	-1.4	19	-1
COc1ccc(-c2[nH]c(-c3ccc(F)cc3)nc2SCC(=O)NCc2ccco2)cc1OC	3	-1	-12	21	3.5	-1.0	0.9	8	-20
COc1ccccc1NC(=O)Nc1ccc2c(c1)nnn2C	-6	-10	-1	13	4.2	0.4	-1.2	40	-5
CCNC(=O)COc1ccc(-c2ccccc2)cc1	-16	-2	-10	1	0.4	-0.2	-0.3	-2	-15
COc1cc2c(cc1OC)-c1nnnn1C(C)(C)C2	-17	1	2	29	-0.1	0.2	-0.3	16	-5
COc1ccc(N=C2CC(C)(C)CC(=O)/C2=C(/O)c2ccccc2)cc1	-10	1	-15	-3	-0.5	-0.3	1.9	20	-11
Cc1sc2nc(C)n(/N=C/c3ccc(O)cc3)c(=O)c2c1C	-12	0	-7	39	-1.1	0.4	-1.1	-6	4
COc1ccc(CNC[C@@H](CCCCN(C)Cc2ccc(OC)cc2)N2C[C@H](c3ccccc3)N(CCc3ccc(Cl)c(Cl)c3)C(=O)C2=O)cc1	29	-1	·	105*	-16	0.6	1.0	7	50*
CCN1CCN(C(C)C(=O)NC2CCCCC2)CC1 (centres undefined)	-7	-2	·	4	1.9	0.7	1.4	-2	-2

Carrying on:
SMILES	EBV gp42 block	Runt-SMMHC FRET	MDM2 E3 inh	CHOP inh	TNF death inh	TRPML3 ag	TRPN1 ag	PPC-1+TRAIL kill	NCF1 inh
NS(=O)(=O)c1ccc(CCNC(=O)C2CCCCC2)cc1	-8	2	-14	-1	-0.2	1.3	2.9	-11	0
CC(O)[C@H](NC(=O)C1(c2ccccc2)CCN(C(=O)OC(C)(C)C)CC1)C(=O)O (some centres undefined)	-13	3	-18	-33	0.8	0.9	0.1	-3	4
CC(=O)Nc1nc(C(=O)O)cs1	-11	0	-10	4	0.6	3.3	1.4	40	-5
COc1ccccc1-c1cc(C2CC2)nc(N)c1C#N	-5	-13	-39	13	-0.2	-2.0	-3.3	-12	-6
O=C(CS(=O)(=O)Cc1ccccc1)Nc1ccc2c(c1)OCO2	-22	-3	-23	-10	2.0	0.1	-0.1	16	-1
O=C(/C=C/c1ccccc1Cl)NCc1ccccc1	-4	-4	-10	34	-1.2	-0.7	-2.5	26	-4
CCCOc1ccc(NC(=O)CC2C(=O)N(CC)C(=S)N2CCCN2CCN(Cc3ccccc3)CC2)cc1 (centres undefined)	6	5	1	92*	0.4	0.6	1.5	20	-8
Cc1nnc(SCC(=O)Nc2ccccc2)n1CCc1ccccc1	-9	1	-8	22	0.0	0.0	0.7	-1	-17
CCOC(=O)Nc1ccc2c(c1)N(C(=O)CCN1CCN3CCCC3C1)c1ccccc1CC2 (centres undefined)	-6	2	-11	19	-0.1	1.1	-0.7	11	-8
Cc1ccc(/C=C(/NC(=O)c2ccccc2)C(=O)NCCc2c[nH]c3ccccc23)o1	-23	-6	-16	-21	-7.3	-0.2	0.2	7	-27
CC1=C(C(=O)N2CCOCC2)C(c2ccc(OC(F)F)cc2)NC(=S)N1c1ccccc1 (centres undefined)	0	1	-14	-1	-0.4	0.6	0.2	23	-4
Cc1nc2scc(-c3cccs3)c2c(=O)[nH]1	-8	0	-14	6	-1.5	-0.2	-1.4	20	-1
O=C(Nc1ccc(-c2nc3ccccc3o2)c(O)c1)c1cc(-n2cnnc2)ccc1Cl	-22	-2	-1	92*	-13	1.0	-0.2	39	-96
CCOc1cc(/C=C2/SC(=S)N(C)C2=O)ccc1Oc1ccc([N+](=O)[O-])cc1[N+](=O)[O-]	-42	3	-3	21	-0.6	0.3	0.7	22	-141
CN1C2C=C3C(C#N)=C(N)C(C#N)(C#N)[C@H](c4c(F)cccc4F)[C@H]3C1CC2 (some centres undefined)	-21	10	-8	-35	-2.1	1.1	0.4	-26	-26
O=C(c1noc2c1CCc1ccccc1-2)N1CCCc2ccccc21	-20	1	-4	8	1.1	0.2	-0.2	7	-9
CCOc1ccc(NC(=S)Nc2cc(OC)c(Cl)cc2OC)cc1	7	1	-7	35	-4.6	0.0	-0.3	21	-1
O=S(=O)(c1ccccc1)N1CC=C(c2ccccc2)CC1	-9	-3	10	-8	2.1	1.3	-0.9	20	-10
Cc1cc(C2C(=O)CC(=O)CC2c2ccccc2)on1 (centres undefined)	-14	-7	-12	-110	-0.7	-0.6	-0.6	7	-24
COc1ccc(CCn2c(C)nc3c(c(=O)c4ccccc4n3C)c2=O)cc1	-13	-3	-14	16	3.5	0.8	1.5	33	-11
O=C(O)C1C2CCC(O2)C1C(=O)Nc1cccc(F)c1 (centres undefined)	8	-7	-12	-42	-0.7	-0.3	-0.9	-4	-8
C/C(Cn1nc([N+](=O)[O-])cc1C)=N\NC(=O)c1cccc(Br)c1	-16	0	-11	0	-1.0	-0.6	0.0	4	-2
COCCN1Cc2cccc(C(=O)Nc3cccc(-c4nc5ccccc5[nH]4)c3)c2C1=O	-7	-7	0	3	-7.2	0.7	1.0	19	-31
C/C(=N\NC(=O)C1CCCN(S(=O)(=O)c2ccccc2)C1)c1ccccn1 (centres undefined)	-2	-236	-25	26	-13	-1.1	0.6	31	-7
O=C(N/N=C/c1cccnc1)C1CCCCC1	-22	-6	-1	-7	1.3	0.8	-1.2	-3	-8

(cont.)
SMILES	EBV gp42 block	Runt-SMMHC FRET	MDM2 E3 inh	CHOP inh	TNF death inh	TRPML3 ag	TRPN1 ag	PPC-1+TRAIL kill	NCF1 inh
Cc1ccccc1CC1(CO)CCCN(C(=O)CCC(=O)c2ccccc2)C1 (centres undefined)	6	-2	-25	5	-1.0	2.0	3.5	15	-2
CN1CCN(C2=CC(=O)OC23CCCCC3)CC1	-10	0	-9	13	0.2	0.6	0.8	15	-2
COc1cccc(C(C(=O)NC(C)(C)C)N(C(=O)CCC(=O)Nc2cc(C)on2)C(C)C)c1OC (centres undefined)	-9	-4	-5	8	2.0	0.4	-2.2	23	-15
C/C(=N\N1C(=O)c2ccccc2NC1c1ccco1)c1ccccc1O (centres undefined)	3	0	-30	6	-10	0.7	-1.6	46[5 µM]	-6

Screening data deposited in PubChem by several laboratories.
